Bioassay records: PubChem BioAssay, several laboratories
Ba/F3 V617F tox = lowers viability of Ba/F3 cells expressing EpoR and JAK2V617F. 220,000 compounds, 1.1% hits. inhibition, % at 5.6 µM. AID 1446. ATP luminescence;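 active = inhibition above the campaign mean plus 3 SD over all tested compounds, cut at about 24% in these data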;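 also: cytokine-independent growth of Ba/F3 cells driven by EpoR plus mutant JAK2; 0% = DMSO-treated cells and 100% = JAK inhibitor I control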
NPY-Y1 PAM-ag = human NPY-Y1 potentiation or agonism, primary screen; P25929; NPY-Y1 expressing cells, potentiator/agonist activation; activation, % at 3.6 µM; 220,000 compounds, 0.37% hits; in the data active = activation above about 33%, passing the limit was not always enough;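 also: cells stimulated with NPY at EC10 then isoproterenol at EC100; 0% = low agonist plus stimulus and 100% = saturating agonist plus stimulus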
NPY-Y2 PAM-ag = human NPY-Y2 potentiation or agonism, primary screen | P49146 | AID 1359 | 220,000 compounds, 0.45% hits | cells expressing NPY-Y2, potentiator/agonist read-out | activation, % at 3.6 µM; in the data active = activation above about 27%;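 also: cells stimulated with NPY near EC25 plus isoproterenol at EC100; 0% = vehicle plus submaximal agonist and 100% = vehicle plus saturating agonist; some results beyond the cut were filed as inactive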
S1P4 agonist = human S1P4 receptor agonism; O95977; S1P4-expressing cell line, agonist reporter assay; activation, % at 4.98 µM; 220,000 compounds, 0.35% hits; in the data active = activation above about 11%;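 also: 0% = DMSO vehicle and 100% = reference agonist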
Target sequence (O95977 whole entry, looked up): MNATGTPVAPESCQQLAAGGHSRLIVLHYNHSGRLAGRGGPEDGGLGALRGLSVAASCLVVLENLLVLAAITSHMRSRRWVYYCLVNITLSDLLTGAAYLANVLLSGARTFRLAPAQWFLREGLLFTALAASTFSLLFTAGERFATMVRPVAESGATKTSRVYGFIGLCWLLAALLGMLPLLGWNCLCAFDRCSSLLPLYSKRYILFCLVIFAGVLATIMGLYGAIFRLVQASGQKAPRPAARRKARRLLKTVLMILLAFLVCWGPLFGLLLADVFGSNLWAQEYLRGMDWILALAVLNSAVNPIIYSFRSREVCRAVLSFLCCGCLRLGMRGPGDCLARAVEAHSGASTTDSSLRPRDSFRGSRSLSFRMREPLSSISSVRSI
S1P4 antagonist = human S1P4 receptor antagonism. O95977. S1P4-expressing cells, antagonist mode, reporter read-out. inhibition, % at 4.98 µM. 220,000 compounds, 0.26% hits. AID 1510; in the data active = inhibition above about 29%;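 also: 0% = wells stimulated with agonist and 100% = vehicle wells without agonist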
NPY-Y1 antag = NPY-Y1 (human) receptor antagonism; inhibition, % at 3.6 µM; HEK293-CNG Y1 cells, membrane potential fluorescence; NPY at EC95, then isoproterenol; 200,000 compounds, 1% hits; P25929;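 active = inhibition above the campaign mean inhibition of all tested compounds plus 3 SD, cut at about 20% in these data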;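 also: 0% = DMSO wells given NPY plus isoproterenol and 100% = isoproterenol alone without NPY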
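Material: HEK293 Y1/CNG channel cell line | Also added: NPY (25 nM), isoproterenol (1 µM), Ro 20-1724 (25 µM) | Compound: One concentration, 3.6 µM, in 0.4% DMSO | Schedule: 3 h dye uptake, 1 h room-temperature compound, 45 min post-isoproterenol | Signal: Membrane-potential fluorescent dye readout | Read-out: % inhibition of NPY effect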
Runt-CBFb FRET = inhibitors of human RUNX1 Runt domain binding to CBFb. 220,000 compounds, 0.46% hits. Cerulean-Runt/Venus-CBFb FRET ratio 530/480, 1 h. AID 1496. inhibition, % at 20 µM;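 active = inhibition over about 50% at 20 µM in the single-dose screen, limit read from the data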;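 also: 0% = DMSO wells and 100% = excess unlabeled CBFb competitor control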
Target sequence (Q01196 whole entry, looked up, the tested form may be a part): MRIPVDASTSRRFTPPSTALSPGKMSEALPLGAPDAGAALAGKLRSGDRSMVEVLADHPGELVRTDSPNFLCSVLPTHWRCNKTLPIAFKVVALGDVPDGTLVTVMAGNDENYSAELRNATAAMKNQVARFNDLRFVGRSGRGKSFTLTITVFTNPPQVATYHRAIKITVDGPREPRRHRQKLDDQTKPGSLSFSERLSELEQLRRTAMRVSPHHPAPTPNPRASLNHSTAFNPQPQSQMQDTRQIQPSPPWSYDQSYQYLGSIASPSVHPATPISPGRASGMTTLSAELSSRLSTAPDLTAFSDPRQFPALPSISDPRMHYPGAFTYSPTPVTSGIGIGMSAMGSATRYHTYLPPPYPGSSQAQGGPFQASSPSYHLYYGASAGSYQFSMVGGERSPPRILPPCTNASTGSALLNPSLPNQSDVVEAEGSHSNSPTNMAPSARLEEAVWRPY
Target sequence (Q13951 whole entry, looked up, the tested form may be a part): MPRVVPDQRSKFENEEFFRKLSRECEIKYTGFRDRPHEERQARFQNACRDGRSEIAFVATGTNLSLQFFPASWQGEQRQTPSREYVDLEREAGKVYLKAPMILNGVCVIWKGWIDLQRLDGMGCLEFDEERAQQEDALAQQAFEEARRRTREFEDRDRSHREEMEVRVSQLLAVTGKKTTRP
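Doses: 20 µM compound in 1% DMSO | Material: Cerulean-labeled Runt domain protein | Amount: Each fluorescent fusion protein 100 nM | Schedule: Two 1 h room-temperature incubations shielded from light | Measured by: FRET fluorescence | Evaluation: Loss of energy transfer signal | Controls: Unlabeled CBFb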
RBBP9 inh = blocks human serine hydrolase RBBP9; recombinant RBBP9, FP-Rh probe fluorescence polarization; inhibition, % at 7.94 µM; 220,000 compounds, 0.2% hits; O75884;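 active = inhibition above the campaign mean of all tested compounds plus 3 SD, cut at about 14% in these data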;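 also: plate controls were DMSO wells with RBBP9 for no effect and wells lacking RBBP9 protein for full effect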
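Test system: recombinant human RBBP9. Quantity: 2.5 µM RBBP9 dispensing solution, before mixing. Detection: FP readout at 525/598 nm. Reagent: Serine-hydrolase probe FP-Rh, 375 nM pre-mixing. Measure: % inhibition. Control set: DMSO-treated enzyme wells and wells lacking RBBP9. Buffer or medium: Tris-NaCl-Pluronic buffer, pH 8.0. Times: preincubation 30 min plus labeling 45 min at 25 °C.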
BaF3 tox = reduces parental Ba/F3 cell viability, JAK2V617F counter-screen. CellTiter-Glo ATP luminescence. inhibition, % at 5.6 µM. 220,000 compounds, 1.1% hits;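 active = inhibition above a per-campaign cutoff, the mean inhibition of all tested compounds plus 3 SD, cut at about 27% in these data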;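 also: 0% = DMSO wells and 100% = JAK Inhibitor I control wells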
The depositor's hits bear a star; / = no result given. Not a hit list; overall some 3.6% were active at least once.

SMILES	Ba/F3 V617F tox	NPY-Y1 PAM-ag	NPY-Y2 PAM-ag	S1P4 agonist	S1P4 antagonist	NPY-Y1 antag	Runt-CBFb FRET	RBBP9 inh	BaF3 tox
Cc1ccc(-n2c(SCC(=O)Nc3cccc(S(=O)(=O)NC4=NCCCCC4)c3)nc3ccccc3c2=O)cc1	2	8	4	1.8	-2	0	-2	-4	10
COC(=O)c1ccc(NC(=O)CSc2nc3ncccc3[nH]2)cc1	1	15	6	0.3	2	/	0	-2	-1
Cc1cc(Cl)ccc1NNC(=O)c1snnc1C	0	9	-6	-0.3	6	/	1	0	0
Cc1ccc(N(C(=O)CNC(=O)c2ccco2)C(C(=O)NC2CCCC2)c2cccnc2)cc1C (centres undefined)	1	10	1	-0.2	-5	0	-103	-4	3
CS(=O)(=O)N(CC(=O)NCc1ccccn1)Cc1ccc(Cl)cc1	0	-22	3	0.3	-8	4	-2	-5	0
O=C(O)c1ccc(OCC(O)Cn2c3ccccc3c3ccccc32)cc1 (centres undefined)	1	21	-22	0.5	-12	/	-2	-8	-1
CCOC(=O)C1CCN(C(=O)CN(c2ccc(Oc3ccccc3)cc2)S(C)(=O)=O)CC1	-2	-4	-3	-0.6	0	3	-3	2	4
O=C(Nc1ccc(N2CCCC2)cc1)C(c1ccccc1)c1ccccc1	-4	10	11	-1.6	7	2	3	-9	2
COc1cc(CNCc2ccco2)ccc1OCc1ccccc1	-1	15	4	0.3	-9	-2	0	4	0
CCc1ccc2c(c1)[C@H]1OCC[C@H]1[C@@H](c1cccs1)N2	19	3	3	2.0	-14	5	-3	-4	41*
COC(=O)COc1ccc(S(=O)(=O)Nc2ccccc2SC)cc1	-4	15	22	-0.9	9	1	-2	0	0
O=C(/C(=C/c1ccccc1)c1ccccc1)N1CCCCC1	-3	14	11	-0.2	6	-4	-1	-6	0
Cc1cnc(-c2nnc(N(C)C(=O)C3CCOC3)s2)cn1 (centres undefined)	-1	2	-19	-2.5	-28	9	0	-1	3
O=C(C1=C[C@@H](c2ccccc2)C[C@@H](OCc2ccc(CO)cc2)O1)N1CCOCC1	2	-12	0	0.6	-14	2	-2	-9	-2
CN1C(c2ccc(F)cc2)=CS/C1=C(/C#N)c1nnc(N2CCOCC2)n1-c1ccccc1	0	-1	6	-0.4	-3	2	-3	-5	9
CC1(C)C(=O)C2(CCCCC2)C(=O)OC1c1cccs1 (centres undefined)	-3	7	15	1.2	7	2	1	-4	5
COC(=O)C1C(=O)C2=C(CC1C)NC(C)=C(C(=O)OC(C)C)C2c1ccc(C)o1 (centres undefined)	-3	-13	3	2.5	-6	1	0	-1	-2
Cc1cc(C=O)c(C)n1-c1ccc(N2CCCCC2)c([N+](=O)[O-])c1	-3	46	13	2.4	3	-6	/	-3	3
CCOC(=O)N1CCN(CC(O)COc2ccc(OC)cc2C(C)(C)C)CC1 (centres undefined)	0	-19	3	1.0	-14	9	-6	-4	6
CCn1c(Cc2c(C)[nH]c3ccccc23)nnc1SCC(=O)NCc1ccccc1	2	17	-1	-0.7	-12	-1	10	-5	4
O=C(CC(c1ccccc1)c1ccccc1)NCC1CCCO1 (centres undefined)	1	13	2	0.4	0	2	-3	9	5
CCOC(=O)Cc1csc(NC(=O)c2csc3c2CCCC3)n1	0	9	-3	0.0	-12	-2	-4	-8	10
N#Cc1nc(COc2ccc(Br)cc2)oc1N1CCCCCC1	1	-19	-19	-0.1	13	11	-1	-14	8
O=C(CN1CCC(O)(c2ccccc2)CC1)Nc1ccc2c(c1)OCCO2	0	-27	-26	-1.8	4	10	0	-1	2
CCOC(=O)N1CCC(N2Cc3cccc(C(=O)Nc4cccc(F)c4)c3C2=O)CC1	4	-5	-7	-0.5	-1	2	/	-3	8
FC(F)(F)c1ccccc1NC(=S)NC1CCN(Cc2ccccc2)CC1	-2	1	6	0.2	-2	5	2	-7	1
O=[N+]([O-])c1nn(-c2ccccc2)n(O)c1=NC1CCN(Cc2ccccc2)CC1	1	-2	-1	2.2	-13	-6	-1	5	11
Cc1cccc2cc(C#N)c(N3CCCC3)nc12	2	-22	-10	1.0	-6	-3	30	3	4
COc1ccccc1OCc1ccc(C(=O)N/N=C/c2ccco2)cc1	-7	-28	-3	0.0	-21	3	-2	4	2
COC(=O)c1ccc(CON2C(=O)c3ccccc3C2=O)cc1	-3	5	9	0.4	-37	3	1	1	3

Four entries from above in another layout:
SMILES | Ba/F3 V617F tox | NPY-Y1 PAM-ag | NPY-Y2 PAM-ag | S1P4 agonist | S1P4 antagonist | NPY-Y1 antag | Runt-CBFb FRET | RBBP9 inh | BaF3 tox
Cc1cc(C=O)c(C)n1-c1ccc(N2CCCCC2)c([N+](=O)[O-])c1 | -3 | 46 | 13 | 2.4 | 3 | -6 | / | -3 | 3
CCOC(=O)N1CCN(CC(O)COc2ccc(OC)cc2C(C)(C)C)CC1 (centres undefined) | 0 | -19 | 3 | 1.0 | -14 | 9 | -6 | -4 | 6
CCn1c(Cc2c(C)[nH]c3ccccc23)nnc1SCC(=O)NCc1ccccc1 | 2 | 17 | -1 | -0.7 | -12 | -1 | 10 | -5 | 4
O=C(CC(c1ccccc1)c1ccccc1)NCC1CCCO1 (centres undefined) | 1 | 13 | 2 | 0.4 | 0 | 2 | -3 | 9 | 5

The listing continues.
SMILES	Ba/F3 V617F tox	NPY-Y1 PAM-ag	NPY-Y2 PAM-ag	S1P4 agonist	S1P4 antagonist	NPY-Y1 antag	Runt-CBFb FRET	RBBP9 inh	BaF3 tox
CCCCCCn1c(N2CCN(c3ccccc3)CC2)nc2c1c(=O)[nH]c(=O)n2C	-1	10	-14	-0.1	-17	2	-7	-11	6
Cc1noc(C)c1S(=O)(=O)Nc1ccc(C(=O)NC2CCCCCC2)cc1	-3	10	14	0.2	-11	3	-2	-3	1
O=C(OCc1nc(-c2ccccc2)oc1COC(=O)c1ccco1)c1ccco1	2	-11	-13	0.0	-21	1	-1	-4	54*
O=C1NC(=Nc2ccccc2)SC1Cc1cccc(Cl)c1Cl (centres undefined)	0	15	0	-0.3	-12	4	-2	3	6
COc1ccc(/C=N/NC(=O)c2cccc(NC(=O)c3ccccc3Cl)c2)cc1OC	-1	-2	-9	1.0	-15	-6	/	-8	3
O=S(=O)(CC(c1ccccc1)N1CCCCC1)c1ccc(Cl)cc1 (centres undefined)	2	-34	-18	-0.8	-8	/	3	-9	1
O=c1c2ccccc2c(-c2ccccc2)nn1-c1ccccn1	-3	6	9	0.4	-18	4	-1	-8	3
CCN(CC)S(=O)(=O)c1ccc2c(c1)c(=O)c(C(=O)NCCN(C)CCc1ccccc1)cn2C	0	-10	-18	1.2	-5	5	-1	-4	10
c1ccc(Cn2c[n+](Cc3ccccc3)cn2)cc1	0	-17	-7	-0.1	13	/	0	-9	7
CC1CCc2nc3ccccc3c(C(=O)OCC(=O)N(C)C3CCS(=O)(=O)C3)c2C1 (centres undefined)	1	2	-10	-0.5	-6	4	0	2	10
OC1CCN(c2c3c(nc4cc(-c5cccc(F)c5)nn24)CCCC3)CC1	-2	1	6	-0.8	1	-2	0	-4	-1
CCCn1c(O)c(N=Nc2ccc3ccccc3n2)c2ccccc21	-1	1	-4	0.2	-36	-2	-23	0	3
CCCSc1nc(SCC(=O)NCc2ccccc2)c2c3c(sc2n1)COC(C)(CC)C3 (centres undefined)	-5	-14	-2	-0.7	13	-2	-4	-8	-2
Cn1ncc([N+](=O)[O-])c1C(=O)N1CCOCC1	-2	7	-1	0.6	2	2	-1	-5	3
Cc1cc(C)n2nc(C(=O)Nc3ccc4c(c3)OCO4)cc2n1	-1	-2	-1	2.4	-5	1	-1	1	4
O=C(O)C(Cc1ccccc1)n1cnnn1 (centres undefined)	-2	-16	-1	-2.9	10	-3	0	-4	3
O=C(NCc1cccnc1)C(=O)NCC1CCCO1 (centres undefined)	-2	3	-4	1.4	-2	2	1	-1	8
O=C(CN1CCN(S(=O)(=O)c2ccc3ccccc3c2)CC1)Nc1ccc2c(c1)CCC2	-1	11	-1	-0.5	-8	3	-1	-7	5
c1ccc(CNc2ncnc3c2oc2ccccc23)nc1	0	0	17	-0.1	-5	5	-3	0	0
O=C(Nc1cccnc1)c1cc(-c2ccc(F)cc2)on1	-5	5	9	1.0	-11	5	-3	-4	0
CS(=O)(=O)N(CC(=O)N1CCc2ccccc2C1)Cc1ccc(Cl)cc1	0	-20	-2	-2.7	-1	10	0	-6	2
COCCNCCOc1ccc(C)cc1[N+](=O)[O-]	-1	4	-12	-0.6	-7	5	0	2	0
CCOC(=O)/C=C/C(=O)OCC(=O)Nc1c(Cl)cccc1Cl	-6	-10	13	-2.9	3	-3	1	-4	1
CC(OC(=O)c1ccccc1)C(=O)NCCC1=CCCCC1 (centres undefined)	1	7	-4	-0.3	-17	5	0	-8	4
CSc1ccccc1NC(=O)c1ccc([N+](=O)[O-])cc1	2	0	-8	1.0	7	-3	17	-2	8
CCOC(=O)c1[nH]c2ccccc2c1NC(=O)C1CCCCC1	-1	-20	10	-0.1	-15	0	0	4	4
CCOC(=O)c1ccccc1NC(=O)CSc1nc2ccccc2n1CC(=O)N1CCCC1	-4	9	9	3.2	-26	3	-3	3	-2
O=S(=O)(c1ccc(-c2ccccn2)s1)N1CCC2(CC1)OCCO2	0	18	12	2.2	-17	/	0	0	-4
C/C=C/c1ccc(OCCCNC(C)CC)c(OC)c1 (centres undefined)	-2	-28	-5	1.0	1	6	-3	-2	4
CCCCNC(=O)CS(=O)Cc1nc(-c2cccc(C)c2)oc1C (centres undefined)	-1	1	-9	3.0	-14	2	1	-7	3
COc1ccc(-n2cc(C(=O)Nc3cc([N+](=O)[O-])ccc3OC)c3ccccc3c2=O)cc1	0	-12	-2	-0.6	-8	2	-2	-2	8
O=C(CO/N=C/c1ccc(OC(F)F)cc1)NCc1ccc(F)cc1	1	-29	-21	0.1	-13	4	-2	-2	4
COc1ccccc1OCCC(=O)OCC(=O)NCc1ccc(Cl)cc1	2	-3	-3	1.9	-1	4	-1	6	10
CCOC(=O)NCc1ccc(Cl)c(Cl)c1	0	-11	-9	-1.6	-3	5	-1	1	5
COc1cc(C2C(C(C)=O)=C(O)C(=O)N2CCN(C)C)ccc1O (centres undefined)	-1	-2	-18	-2.2	-12	-3	0	-7	6
O=C(Nc1ccc2oc(-c3ccccc3Cl)nc2c1)c1cncc(Br)c1	-3	5	11	-0.9	-13	-8	0	5	2
Cc1ccc(S(=O)(=O)Nc2cc(C(F)(F)F)ccc2N2CCOCC2)cc1C	-2	-7	-3	0.5	-3	3	-12	-4	4
c1ccc(CCn2nnnc2CN2CCCc3ccccc32)cc1	-2	-28	2	0.1	14	10	-2	2	2
CCOCC(=O)Nc1cc([N+](=O)[O-])ccc1OC	8	5	-12	1.3	-13	-3	0	-8	9
Cc1nn(Cc2ccc(Cl)c(Cl)c2)c(C)c1NC(=O)c1cc(C2CC2)on1	6	1	4	-1.8	-1	2	0	0	10
